# PDI turbidity = inhibitors of human PDI, primary screen, biochemical, turbidity, single point, plate reader; Protein disulfide-isomerase (Homo sapiens), P07237; PDI insulin aggregation turbidity, A650, 90 min; inhibition, % at 10 µM; 350,000 compounds, 0.052% hits;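 active = mean inhibition across replicates of 30% or more, whatever share of single replicates reach that level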;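 note: absorbance from insulin aggregation driven by PDI reduction with DTT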
# Target sequence (P07237 whole entry, looked up): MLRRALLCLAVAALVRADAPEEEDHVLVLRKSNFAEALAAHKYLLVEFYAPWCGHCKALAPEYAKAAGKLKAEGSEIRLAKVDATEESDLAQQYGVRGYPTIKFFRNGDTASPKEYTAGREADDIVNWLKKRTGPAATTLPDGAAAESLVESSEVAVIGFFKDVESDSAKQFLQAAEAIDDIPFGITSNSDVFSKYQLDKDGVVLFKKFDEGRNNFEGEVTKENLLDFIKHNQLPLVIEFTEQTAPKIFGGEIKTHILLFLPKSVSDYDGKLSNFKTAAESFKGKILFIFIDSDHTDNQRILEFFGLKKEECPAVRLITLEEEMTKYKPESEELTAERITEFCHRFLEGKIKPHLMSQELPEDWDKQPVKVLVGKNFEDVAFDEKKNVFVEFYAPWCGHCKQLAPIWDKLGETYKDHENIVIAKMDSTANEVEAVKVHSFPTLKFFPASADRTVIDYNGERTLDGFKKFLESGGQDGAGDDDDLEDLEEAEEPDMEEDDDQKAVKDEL
# Vif imaging = HIV Vif self-association inhibitors, primary screen, imaging, HEK293T, single point; HEK293T cells, Vif self-association by quenched fluorescence, 24 h; inhibition, % at 7.49 µM; 340,000 compounds, 0.35% hits; AID 602346, 2012; in the data active = inhibition above about 50%, passing the limit was not always enough; note: some results filed as inactive read as strong as hits
# CaV13 ICDI inh = Disruptors of the CACNA1D IQ motif to Ca2+-dependent inactivation inhibitor domain association, primary screening, Förster resonance energy transfer in intact living …. 340,000 compounds, 0.098% hits. inhibition, % at 12.3 µM. HEK cells, CFP/YFP FRET ICDI-IQ, plate reader, 10 min; percent FRET-ratio fall versus neutral wells;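 active = mean replicate inhibition of at least 30% and at least 1% of replicates passing that level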;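 note: 0% = median of the neutral control wells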
# ABCB6 inh MLPCN = ABCB6 transporter inhibitors, primary screen, K562-ABCB6 cells, flow cytometry, MLPCN library | ATP-binding cassette sub-family B member 6 (Homo sapiens), Q9NP58 | K562-ABCB6 porphyrin accumulation, 1 h; hits give low values | fluorescence ratio to DMSO, % at 10 µM | 360,000 compounds, 0.19% hits;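 active = fluorescence ratio to DMSO below 75%, the collection mean minus 3 SD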;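 note: signal is porphyrin accumulated inside mitochondria; 100% equals median channel fluorescence of DMSO control wells; lower ratio means ABCB6 inhibition with less porphyrin fluorescence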
# aDG glyco act = activators of alpha-DG glycosylation, primary screen, uHTS, Pro5-aDG cells, AlphaScreen; 360,000 compounds, 0.22% hits; AID 624168, 2012; alpha-DG glycosylation AlphaScreen (IIH6); 0% Pro5, 100% B10-LARGE cell signal; activation, % at 10 µM;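 active = activation of at least 8% versus controls, or a plate z-score of at least 8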;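 note: Pro5 are CHO cells carrying HIG-tagged alpha-DG that lacks glycosylation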
# Cardio protect = cardioprotection against H2O2-induced cell death, primary screen, uHTS, H9c2 cells, ATPLite luminescence | 360,000 compounds, 0.63% hits | AID 588492, 2011 | H9c2 cardiomyocytes, H2O2 injury protection, 2 h | protection from H2O2 cell death, % at 20 µM;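 active = compounds giving at least 50% protection of heart cells from peroxide-induced death in the single-dose screen, raw or plate-pattern-corrected value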;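 note: 0% = DMSO wells with peroxide and 100% = DMSO wells without peroxide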
# MC4R ag barr = MC4R agonists recruiting beta-arrestin, primary screen, cell-based, luminescence, agonist arm of biased-ligand search; Melanocortin receptor 4 (Homo sapiens), P32245; U2OS MC4R beta-arrestin complementation; percent of melanotan II response, DMSO zero; activation, % at 8.9 µM; 360,000 compounds, 0.98% hits;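 active = activation above a per-plate cutoff, the mean activation of sample wells on that plate plus 3 SD, cut at about 8% in these data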
# Target sequence (P32245 whole entry, looked up): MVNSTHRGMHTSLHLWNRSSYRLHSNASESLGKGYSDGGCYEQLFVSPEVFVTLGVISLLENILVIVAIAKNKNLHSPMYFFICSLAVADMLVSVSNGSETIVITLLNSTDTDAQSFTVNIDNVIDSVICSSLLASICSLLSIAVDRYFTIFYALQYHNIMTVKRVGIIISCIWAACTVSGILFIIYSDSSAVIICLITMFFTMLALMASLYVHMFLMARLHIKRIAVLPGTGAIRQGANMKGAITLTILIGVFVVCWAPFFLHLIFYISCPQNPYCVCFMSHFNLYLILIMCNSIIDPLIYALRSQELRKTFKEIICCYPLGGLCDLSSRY
# Glyco luc inh = increase of ERlucT glycosylation luciferase signal, primary screen, N-linked glycosylation inhibitor project, D54 ERlucT cells, luminescence, set 2; D54 ERlucT glycosylation luciferase reporter, 24 h; percent of 100 nM tunicamycin response; reporter increase, % at 12.5 µM; 360,000 compounds, 0.23% hits;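 active = mean luciferase reporter signal, scaled so untreated is 0 and the glycosylation-blocking control 100, at or above a set limit in every replicate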;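 note: luciferase carries N-glycosylation sites so blocking glycosylation raises the light; 0% = median of neutral control wells and 100% = median of 100 nM tunicamycin wells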
# MC4R antag cAMP = MC4R antagonists of cAMP signaling, primary screen, cell-based, TR-FRET, antagonist arm of biased-ligand search; MC4R-expressing cells, MTII-stimulated cAMP, LANCE TR-FRET; inhibition, % at 6.5 µM; 360,000 compounds, 0.48% hits; AID 540295, 2011; Melanocortin receptor 4 (Homo sapiens), P32245;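 active = inhibition above its plate's cutoff, the mean of tested wells on that plate plus 3 SD, cut at about 29% in these data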;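 note: 0% = Melanotan II alone and 100% = Melanotan II plus saturating MCL0020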
#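 System: U2OS-MC4R stable cell line; Technique: Eu-cAMP/anti-cAMP TR-FRET, emission 671 nm; Repeats: single well per compound; Also added: Melanotan II; Dosing: one concentration, 6.5 µM nominal; Schedule: 30-min compound, 1-h challenge, 1-h detection, room temperature.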
# HTR2A ag = mouse Htr2a agonists via beta-arrestin recruitment, primary screen, cell-based, luminescence; activation, % at 7.6 µM; CHO-K1 mHTR2A beta-arrestin complementation; percent of 30 µM serotonin response; 360,000 compounds, 0.66% hits; 5-hydroxytryptamine receptor 2A (Mus musculus), P35363;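 active = activation above a run cutoff, the mean activation of all tested compounds plus 3 SD, cut at about 14% in these data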;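 note: 0% = plate median of compound wells and 100% = 30 µM serotonin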
# * marks the source's active call; other numbers are inactive results; · = no result given.
SMILES,PDI turbidity,Vif imaging,CaV13 ICDI inh,ABCB6 inh MLPCN,aDG glyco act,Cardio protect,MC4R ag barr,Glyco luc inh,MC4R antag cAMP,HTR2A ag
Cc1cccc(N2CCN(S(=O)(=O)c3ccc(S(=O)(=O)N4CCCC4)cc3)CC2)c1C,5,4,·,89,0.1,4,-1.3,5,-1,-2
CS(=O)(=O)/C(C#N)=C/c1cccn1S(=O)(=O)c1ccccc1,12,4,-5,94,-0.1,0,0.6,1,3,-1
Cc1ccc(NC(=O)C(c2ccccc2)N2CCN(C(=O)c3ccco3)CC2)cc1Cl (centres undefined),11,1,-6,98,0.1,-4,-0.1,-4,13,-5
Cc1ccc(NC(=S)N2CCC(C(=O)c3ccc(F)cc3)CC2)cc1C,-4,2,-20,95,0.0,-3,1.4,-1,9,-4
CC(C)(C)c1nnc(NC(=O)c2ccc3c(c2)OCO3)s1,16,-7,-3,99,0.0,1,0.5,0,0,0
C#CCN(C[C@H]1[C@H](OC(=O)Nc2c(C)noc2C)[C@H](OC(=O)Nc2c(C)noc2C)C[C@@H](C(=O)OC)[C@H]1C(=O)OC)S(=O)(=O)c1ccc(C)cc1,-2,0,-6,96,0.1,-2,-1.2,1,5,-7
COc1cc(C)ccc1OCc1cc(C(=O)N2CCN(C3CCCCC3)CC2)no1,-9,2,-7,96,0.2,3,-0.4,-2,-8,-2
O=C(COC(=O)C1CC(O)CN1C(=O)Oc1ccccc1)c1ccc(Br)cc1 (centres undefined),4,-1,-5,96,-0.1,-5,-0.3,-2,1,-4
COc1cccc(OCC(=O)NNC(=O)c2cccs2)c1,12,13,·,91,-0.3,1,-2.3,0,4,4
CCCCOc1ccc(/C(O)=C2/C(=O)C(=O)N(CCN(C)C)C2c2ccc(O)c(OC)c2)cc1 (centres undefined),3,-3,-5,98,0.0,0,0.1,5,13,-2
O=[N+]([O-])c1ccc(S(=O)(=O)CC(CN2CCOCC2)N2CCOCC2)cc1 (centres undefined),0,1,-5,100,0.5,12,-1.6,-2,-4,2
COc1ccc(NC(=O)Cn2c(C)cc(=O)c3cccc(OC)c32)cc1,13,-1,·,97,0.1,-14,-1.8,2,3,0
O=C(CN(Cc1cccs1)S(=O)(=O)c1ccc(S(=O)(=O)N2CCCCC2)cc1)Nc1ccccc1,-3,8,-5,99,0.1,7,-0.6,-3,10,-1
CN1/C(=C\C(=O)CSc2nnc(N)s2)C(C)(C)c2ccccc21,-15,-4,-5,206,0.5,-16,-0.5,1,-4,-5
O=C(CCCCC(=O)Sc1ccccc1)Sc1ccccc1,10,11,-5,100,0.1,3,0.4,0,2,0
CC(=O)c1ccc(NC(=O)c2cccc(S(=O)(=O)N3CCN(C)CC3)c2)cc1,4,12,-4,98,0.0,-2,1.0,1,3,5
C[C@@H]1C[C@@H]2OC(=O)[C@]3(C)[C@H]2[C@@H](OC3(C)O)[C@]2(C)C(=O)C=C[C@H]12 (some centres undefined),-3,5,-7,106,0.1,0,-0.5,6,3,-2
CCN(CC)CCCNC(=S)N1CCC(c2nc3ccccc3[nH]2)CC1,-1,3,-2,97,0.0,6,-1.0,-2,4,-3
Nc1cc2nc3ccccc3oc-2cc1=O,·,5,·,122,2.4,-15,-1.1,6,-10,-4
CC(C)CNc1cc(Cl)c(S(=O)(=O)NCC(C)C)cc1C(=O)O,2,8,-4,95,-0.1,1,-1.1,-1,10,-2

# 3 entries out of the list above, arranged by the value under Glyco luc inh, rising:
Compound,PDI turbidity,Vif imaging,CaV13 ICDI inh,ABCB6 inh MLPCN,aDG glyco act,MC4R ag barr,Glyco luc inh,MC4R antag cAMP,HTR2A ag
CCN(CC)CCCNC(=S)N1CCC(c2nc3ccccc3[nH]2)CC1,-1,3,-2,97,0.0,-1.0,-2,4,-3
Cc1ccc(NC(=S)N2CCC(C(=O)c3ccc(F)cc3)CC2)cc1C,-4,2,-20,95,0.0,1.4,-1,9,-4
O=C(CCCCC(=O)Sc1ccccc1)Sc1ccccc1,10,11,-5,100,0.1,0.4,0,2,0

# (more compounds)
SMILES,PDI turbidity,Vif imaging,CaV13 ICDI inh,ABCB6 inh MLPCN,aDG glyco act,Cardio protect,MC4R ag barr,Glyco luc inh,MC4R antag cAMP,HTR2A ag
CCNc1nc(NC(C)(C)C)nc(Oc2ccc(=O)n(-c3ccccc3)n2)n1,-9,6,-5,94,0.3,-4,0.1,0,3,1
Cc1cccc(C(=O)OC(C)C(=O)N2CCc3ccccc3C2)c1C (centres undefined),-6,11,-6,96,0.0,-3,-0.3,0,-6,-6
c1ccc(CN2CCN(CCOCCOc3cccc4ccccc34)CC2)cc1,2,-1,-2,95,0.2,-6,0.6,-3,4,-9
CCNC(=O)c1ccc2c(c1)S(=O)(=O)c1ccccc1C2=O,-4,6,3,90,-0.2,7,-2.6,1,-9,-5
O=C(COc1ccccc1F)NC12CC3CC(CC(C3)C1)C2,-1,-5,-16,101,0.1,0,-0.9,2,5,2
COc1ccc(CN(Cc2cccnc2)S(=O)(=O)c2ccc(-n3cnnn3)c(OC)c2)cc1,-11,22,-7,96,-0.1,19,-3.6,-2,9,2
CC1=C(C(=O)N(C)C)CC(CC(=O)NCCCN(C)C)C(=O)N1Cc1ccccc1 (centres undefined),-3,·,-2,101,-0.2,1,-0.6,0,3,1
CCCCNC(=O)C(CC)(ONc1ccccc1C(F)(F)F)c1ccccc1OC (centres undefined),-3,0,-10,113,0.8,-7,-0.5,-5,9,1
Cc1ccc(Cn2ncc(Cl)c(Cl)c2=O)cc1,-6,11,-15,100,-0.1,-7,-2.4,8,49*,1
ONC(=Nc1ccccc1)C(=Nc1ccccc1)NO,0,1,-6,107,0.2,-10,-1.8,-2,8,0
CN(Cc1ccccc1)C(=O)CN(C1CCCCC1)S(C)(=O)=O,-4,4,-4,92,0.2,4,-0.3,1,-2,-3
CC(=O)CC[N+](C)(C)C,1,4,-10,105,0.2,-6,-0.3,4,5,5
S=c1[nH]nc(-c2cccs2)n1/N=C/c1cn(-c2ccccc2)nc1-c1cccs1,-4,22,-16,99,-0.1,-10,10*,-1,25,2
COc1ccc(C(=O)Nc2ccccc2-c2nnn(CC(=O)N3CCOCC3)n2)cc1,8,0,-10,100,-0.2,4,0.5,1,2,-7
Cc1ccc(Sc2ncccc2C(=O)NCC(c2ccc(F)cc2)N2CCOCC2)c(C)c1 (centres undefined),16,-10,-4,99,2.0,2,2.8,-2,3,8
CCOCCCn1c(SCc2nc3sc(C(=O)O)c(C)c3c(=O)[nH]2)nnc1-c1ccc(Cl)cc1,4,-4,-17,89,-0.1,1,0.1,2,16,4
COc1cccc(NC(=O)c2oc3ccccc3c2NC(=O)C(C)(C)C)c1,0,-10,-8,96,0.0,-4,3.9,-3,0,-4
CCOc1ccccc1NC(=O)CSc1nnc2c(CC)c(C)nc(N)n12,-2,-6,-4,100,-0.1,1,0.5,5,15,9
Cc1nc2nc(SCc3ccccc3)[nH]n2c(=O)c1C,-2,9,-4,98,-0.1,10,-1.0,1,4,2
CN(C)c1ccc(S(=O)(=O)N2CCCCC2)cc1NC(=O)CCNC(=O)c1ccco1,-2,-1,-2,101,-0.1,-2,-2.7,1,22,0

# The closing four entries of the section before are carried over, then new ones follow:
SMILES,PDI turbidity,Vif imaging,CaV13 ICDI inh,ABCB6 inh MLPCN,aDG glyco act,Cardio protect,MC4R ag barr,Glyco luc inh,MC4R antag cAMP,HTR2A ag
COc1cccc(NC(=O)c2oc3ccccc3c2NC(=O)C(C)(C)C)c1,0,-10,-8,96,0.0,-4,3.9,-3,0,-4
CCOc1ccccc1NC(=O)CSc1nnc2c(CC)c(C)nc(N)n12,-2,-6,-4,100,-0.1,1,0.5,5,15,9
Cc1nc2nc(SCc3ccccc3)[nH]n2c(=O)c1C,-2,9,-4,98,-0.1,10,-1.0,1,4,2
CN(C)c1ccc(S(=O)(=O)N2CCCCC2)cc1NC(=O)CCNC(=O)c1ccco1,-2,-1,-2,101,-0.1,-2,-2.7,1,22,0
O=C(Nc1cccs1)Nc1c(F)cc(F)cc1Br,6,-1,-2,94,0.0,-11,-0.9,-2,7,4
O=C(NCCc1ccc(Cl)cc1)C1CCN(S(=O)(=O)c2ccc(Br)s2)CC1,3,-2,9,96,1.4,-11,1.5,-4,14,1
Cc1ccc(NC(=O)CCn2cccc2)cc1Cl,0,10,·,100,0.1,-4,-3.1,-2,-3,-4
O=C(Cn1cnc2ccccc21)OCC(=O)N1CCCCC1,5,6,-2,102,-0.1,-3,-1.5,2,-8,0
COc1ccc(NC(=O)N2c3ccc(OC)cc3C(C)=CC2(C)C)cc1,-3,-8,-6,106,-0.2,-10,-0.4,6,0,1
COc1ccc(CN2CCCC(C(=O)c3ccc(Cl)cc3)C2)cc1Cn1cncn1 (centres undefined),1,-3,-6,97,0.0,-12,1.4,-1,1,-1
CC1C(=O)N(Cc2cn(CCC3OCCCO3)nn2)CCS(=O)(=O)N1Cc1ccc(-c2ccncc2)cc1 (centres undefined),-4,-14,-4,100,0.3,-2,1.0,4,11,5
Cc1ccc(-c2nc(CS(=O)CC(=O)NCCN3CCOCC3)c(C)o2)cc1 (centres undefined),·,-4,-3,96,-0.3,-3,0.2,2,2,-6
N#Cc1ccc(Oc2cc(C(F)(F)F)nc(-c3ccccn3)n2)cc1,-3,-12,-6,102,0.0,3,-1.3,-2,6,4
O=C(NCCNC(=O)c1cc(OCC(F)(F)F)ccc1OCC(F)(F)F)Nc1ccc(OC(F)(F)F)cc1,3,-4,-5,103,0.8,-14,3.3,-3,5,-6
Cc1ccc(C(=O)CSc2nnc3ccccn23)c(C)c1,-1,-5,-6,98,0.4,2,-4.2,-14,9,4
C[C@H]1CN([C@@H](C)CO)S(=O)(=O)c2ccc(Br)cc2O[C@H]1CN(C)C(=O)Cc1ccccn1,4,3,-6,96,-0.1,10,1.2,0,12,10

# A few values from the entries so far.
# Under ABCB6 inh MLPCN, COc1ccc(CN2CCCC(C(=O)c3ccc(Cl)cc3)C2)cc1Cn1cncn1 (centres undefined) reads 97
# Under HTR2A ag, O=C(Nc1cccs1)Nc1c(F)cc(F)cc1Br reads 4

# Screening data deposited in PubChem BioAssay by several laboratories.
